# DAGLB inhibitor: diacylglycerol lipase beta (human) inhibition | HEK293T DAGLB membrane lysate, EnzChek fluorogenic substrate | inhibition, % at 5.17 µM | Q8NCG7 | hit rate 0.059% among 340,000; in the data active = inhibition above about 34%;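 note: 0% = enzyme with vehicle and 100% = wells lacking enzyme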
# Cardiac RTF inh: cardiac RTF calcium desensitization; P19429+P45379; IANBD-labeled cardiac RTF, Ca2+ fluorescence; inhibition, % at 7.15 µM; hit rate 0.12% among 340,000;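 active = inhibition above the mean inhibition of all tested compounds plus 3 SD, cut at about 17% in these data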;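 note: assay run at fixed EC70 calcium of 1.6 mM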
# Keap1-Nrf2 PPI: inhibitors of human Keap1-Nrf2 protein-protein interaction; Q14145; Keap1 Kelch-Nrf2 peptide fluorescence polarization, 1536-well; inhibition, % at 9.4 µM; hit rate 0.15% among 340,000; AID 504523; in the data active = inhibition above about 12%;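 note: human Keap1 Kelch domain with fluorescein labeled Nrf2 9mer peptide probe; 0% = neutral control wells and 100% = peptide positive control; higher means more block of Keap1 binding to Nrf2 peptide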
# LANA DNA inh: KSHV C-LANA DNA binding inhibition. MBP-C-LANA/FAM-LBS DNA binding, fluorescence polarization. inhibition, % at 9 µM. hit rate 0.078% among 340,000. AID 504423;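 active = highest replicate inhibition at or above 60% at 9 µM, even if other replicates fall short; inactive = all replicates below 60% inhibition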;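 note: 0% = neutral control wells and 100% = 4 µM acridine orange control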
# V-ATPase pH: alters yeast V-ATPase proton transport | S. cerevisiae, pHLuorin cytosolic pH fluorescence | response, % at 10 µM | hit rate 0.37% among 350,000; in the data active = response mostly above about 7.3%, no sharp cut-off; inactive = mostly below about 5.4%; note: actives read high; inactives centre near 0; some compounds called inactive have numbers as strong as hits; reference of the scale not given here
# CAL PDZ FP-1: CAL PDZ (human) peptide binding inhibition; Q9HD26; purified CAL PDZ, TMR-peptide fluorescence polarization, 1 h; inhibition, % at 24.9 µM; hit rate 0.92% among 300,000; AID 602252;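 active = mean inhibition of at least 30% with at least half of replicates also reaching 30%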;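 note: 0% = DMSO neutral control and 100% = excess unlabeled competitor peptide PRC23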
# Arr AP2 block: human beta-arrestin and AP2 interaction inhibition | FITC-arrestin peptide / GST-AP2 beads, flow cytometry; AP2 beta2 appendage carries R879A mutation | inhibition, % at 10 µM | hit rate 0.31% among 340,000 | AID 504490;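 active = inhibition above a set limit, near 3 SD of compounds lacking own fluorescence, cut at about 54% in these data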;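 note: plate controls were DMSO wells for no effect and 5 µM unlabelled arrestin peptide for full effect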
#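 System: GST-AP2 R879A glutathione beads. Medium: PBS with 0.05% Tween 20 and 0.1% BSA. Also added: FITC-arrestin peptide, 50 nM. Incubation: 12 min plus 1 h, RT. Measured by: high-throughput flow cytometry of beads, ex 488, em 535 nm. Evaluation: percent drop in bead-associated FITC signal.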
# NSD2 inh: inhibitors of human histone methyltransferase NSD2; hit rate 0.54% among 310,000; O96028; NSD2 peptide methylation, AlphaScreen, 120 min; inhibition, % at 12.5 µM; in the data active = inhibition above about 50%
# DSG3 Ab inh: inhibitors of pemphigus antibody binding to human desmoglein-3; P32926; DSG3-coupled beads, scFv-anti-DSG3-GFP binding, flow cytometry; hits give low values; binding (percent of control), % at 10 µM; hit rate 0.48% among 310,000;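 active = binding more than 3 SD below its plate's average and above zero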;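 note: hits lower antibody fragment binding to DSG3; some compounds called inactive have numbers as strong as hits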
# CAL PDZ FP-2: human CAL PDZ-peptide interaction inhibition | Q9HD26 | purified CAL PDZ, TMR-peptide fluorescence polarization, 1 h | inhibition, % at 20 µM | hit rate 0.02% among 330,000 | AID 504414;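 active = highest replicate inhibition of at least 40%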;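 note: plate controls were DMSO neutral control wells for no effect and unlabeled competitor peptide control wells for full effect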
#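 Material: tagged CAL PDZ domain; buffer or medium: 25 mM sodium phosphate pH 7.4, 150 mM NaCl, TCEP, IgG, Thesit; compound dosing: single point, 20 µM; schedule: 1 h incubation at room temperature before polarization reading; measured by: FP readout, S and P plane fluorescence; read-out basis: percent inhibition from loss of millipolarization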
# Starred values were filed as active, the others as inactive; . = not tested or not shown. This is a subset, so the mix of outcomes need not match the whole.
SMILES,DAGLB inhibitor,Cardiac RTF inh,Keap1-Nrf2 PPI,LANA DNA inh,V-ATPase pH,CAL PDZ FP-1,Arr AP2 block,NSD2 inh,DSG3 Ab inh,CAL PDZ FP-2
O=[N+]([O-])c1cccc(-c2nnc(C34CC5CC(CC(C5)C3)C4)o2)c1,-2,7,3,1.8,0,-3,37,24,93,-0.2
O=C(Cc1ccccc1)c1c[nH]c(C(=O)NC2CCCC2)c1,-3,3,6,0.3,2,.,-19,26,102,-1.4
Cc1cccc(CSc2ncnc3nc[nH]c23)c1,-2,1,3,1.0,-2,.,0,.,98,-1.5
CN(Cc1c(F)cccc1Cl)C(=O)CNC(=O)c1ccc2c(c1)OCO2,0,12,-2,-0.5,-1,-3,-7,-9,103,-1.6
COc1ccc(/C=C/c2nnc(NC(C)=O)s2)cc1,-6,-5,0,-1.7,1,.,1,0,112,-1.6
COC(=O)C1(C)CC1(c1ccccc1)c1ccccc1 (stereo not given),-12,-8,-4,2.1,2,-1,-2,4,86,-0.8
Cc1ccc(OCC(=O)N/N=C/c2cn[nH]c2-c2ccc(Cl)c(Cl)c2)cc1,-3,-5,-1,1.9,0,-4,2,.,67,.
CCOC(=O)CNC(=O)CSc1nnc(NC(=O)c2ccc3c(c2)OCO3)s1,0,-2,-1,1.3,1,-7,-10,.,99,0.2
O=C1c2ccccc2C(Nc2ccc(S(=O)(=O)N3CCOCC3)cc2)N1c1ccccn1 (stereo not given),-1,-9,-7,0.4,-5,.,18,.,108,-0.5
Cn1c(N)c(S(=O)(=O)N2CCN(c3ccccc3Cl)CC2)c(=O)n(C)c1=O,2,-4,3,-1.2,-2,-1,29,-1,99,-2.3
COc1ccc(/C=C(/NC(=O)c2ccc(OC)cc2)C(=O)NCCc2c[nH]c3ccccc23)cc1,-2,-1,-2,-2.4,-2,-2,26,-1,95,-1.5
CCN(CC)CCCNc1oc(-c2cccc(Cl)c2)nc1C#N,0,0,-4,-1.8,-4,3,8,28,102,.
Cc1ccc(C2=NN(C(=O)CCCC(=O)O)C(c3ccc4c(c3)OCO4)C2)cc1 (stereo not given),3,-10,5,1.1,-3,-4,-13,-2,104,-1.2
O=C(CCNS(=O)(=O)c1cccc2nsnc12)N1CC(=O)N(CCc2ccccc2)C(=O)C1,0,-4,0,0.3,-3,4,2,5,98,0.0
NC(=O)c1ccc(NC(=O)c2ccc3c(c2)CCN3S(=O)(=O)c2ccccc2)cc1,-5,4,-4,-0.3,1,-3,1,-2,10*,-1.8
COc1ccc2c(c1)CC=C1C2CCC2(C)C(=O)C(=NO)CC12 (stereo not given),-3,4,7,0.8,2,.,-24,1,95,-2.1
O=C(CNC(=O)N1CC(=O)Nc2ccccc21)Nc1ccccc1,1,-16,0,-0.3,3,-3,-2,32,101,-1.9
COc1ccc(C(=O)NCCNc2ccc([N+](=O)[O-])cc2)cc1,-1,1,-1,-1.6,-1,-3,42,-1,98,7.1
CC(C)(C)NC(=O)C[C@H]1C[C@H](C(=O)N2CCCCC2)[C@@]2(CCc3ccccc3)c3[nH]c4cc(-c5ccco5)ccc4c3CCN2C1=O,3,0,-3,-2.6,-1,2,0,.,98,-0.1
CC(NC(=O)CCc1c[nH]c2ccccc12)c1ccccc1 (stereo not given),1,-13,-2,0.0,2,-1,12,-1,90,-1.4
C=CCNC(=O)/C(C#N)=C/c1c(N2CCCCCC2)nc2ccccn2c1=O,3,-12,-5,0.6,0,-2,10,4,94,-0.9
CC(C)(C)NC(=O)CSc1nnc(C2CC2)n1-c1ccccc1,0,10,-5,0.0,-2,-3,3,-1,114,-2.4
O=C(CN(CC1CCCO1)C(=O)CNS(=O)(=O)c1ccc(Cl)cc1)NCc1ccccc1 (stereo not given),-2,-13,-2,-1.8,-4,0,4,0,100,-2.5
CNc1nc(SCc2ccccc2)nc(N2CCOCC2)n1,-2,-4,-10,2.1,-4,1,-4,-8,108,-0.7

# Overlap with the part before: two compounds, followed by the next part.
SMILES,DAGLB inhibitor,Cardiac RTF inh,Keap1-Nrf2 PPI,LANA DNA inh,V-ATPase pH,CAL PDZ FP-1,Arr AP2 block,NSD2 inh,DSG3 Ab inh,CAL PDZ FP-2
O=C(CN(CC1CCCO1)C(=O)CNS(=O)(=O)c1ccc(Cl)cc1)NCc1ccccc1 (stereo not given),-2,-13,-2,-1.8,-4,0,4,0,100,-2.5
CNc1nc(SCc2ccccc2)nc(N2CCOCC2)n1,-2,-4,-10,2.1,-4,1,-4,-8,108,-0.7
Cc1ccc(-n2nc(-c3ccc(N)cc3)cc2N)cc1,3,1,-4,-1.4,-4,-3,-3,.,111,1.0
CC(Oc1ccc(Cl)cc1Cl)C(=O)NN=C1CCN(C)CC1 (stereo not given),-3,4,-4,-0.1,0,-2,9,0,100,0.3
O=[N+]([O-])c1cc2c(cc1CN1CCN(CCOCCO)CC1)OCO2,-2,-7,-5,2.2,2,-1,14,1,106,0.6
Cc1[nH]c(C(=O)N/N=C/c2ccc(N(C)C)cc2)c(C)c1C(=O)N/N=C/c1ccc(N(C)C)cc1,4,-1,-1,0.6,4,-3,33,-5,86,4.9
CN(Cc1cnccn1)C(=O)C1CCC(=O)N(CCc2ccccc2)C1 (stereo not given),-2,4,-1,-0.6,1,-2,-2,-3,99,-2.8
CC(C)CC(NC(=O)c1cccc(Cl)c1)C(=O)O (stereo not given),0,0,-4,0.4,-2,7,6,-7,100,-1.7
C[C@H]1C(=O)N(c2ccccc2)[C@@H]1c1ccccc1,-2,-6,-2,-0.4,0,2,-8,.,102,0.6
CCC(CC)NC(=O)COC(=O)c1ccc(NS(=O)(=O)c2ccc3c(c2)OCCO3)cc1,2,-3,-6,-0.6,1,0,-5,-3,104,-1.3
CC(=O)c1nc2ccccc2n1S(=O)(=O)c1ccc(Cl)cc1,-1,0,0,1.7,-8,.,28,-2,70,-0.7
Cc1cccc(CCN=c2c([N+](=O)[O-])nn(-c3ccccc3)n2O)c1,1,-9,-5,-0.3,1,-2,3,21,104,-2.7
COc1ccc(C(=O)O/N=C(/c2ccccc2)c2ccncc2)cc1,-7,8,1,1.5,0,-2,32,-7,101,-5.6
Cc1cc(NC(=O)CS(=O)(=O)c2c[nH]c3ccccc23)no1,0,-5,-2,0.5,0,2,2,-2,100,-1.6
O=c1c2c(O)cc(O)cc2oc2ccc(O)c(O[C@@H]3O[C@H](CO)[C@@H](O)[C@H](O)[C@H]3O[C@H]3O[C@H](CO)[C@@H](O)[C@H](O)[C@H]3O)c12,2,9,-2,0.3,0,-2,-10,.,.,-1.0
C=CCn1cc(/C=N/Nc2nc3ccccc3[nH]2)c2ccccc21,4,-1,2,-1.7,0,4,9,0,104,0.7
CCOc1ccc(N(CC(=O)Nc2ccc(C)c(C)c2)S(=O)(=O)c2c(C)[nH]c(=O)[nH]c2=O)cc1,3,-13,-3,0.4,0,-6,-15,.,89,-0.3
CN(Cc1ccccc1)c1nc(N)nc(Cl)c1C=O,0,2,-6,-3.1,-1,-3,9,9,.,-2.9
O=C(CCc1nc2ccccc2[nH]1)NC1CCCCC1,2,-11,-9,-0.2,-2,.,-1,.,99,-0.6
OCCCc1nc2ccccc2[nH]1,-5,-5,-3,0.1,-3,-8,7,0,104,-0.2
CC1CCCN(c2ncnc3c2cnn3-c2ccccc2)C1 (stereo not given),-12,-5,-1,-0.7,1,-9,-2,.,105,-2.5
Oc1ccccc1/C=N/Nc1ncc(Br)cn1,1,-6,-1,-1.6,-2,-2,-2,-2,98,-0.1
COc1cc(NC(=O)CNc2cccc(S(=O)(=O)N3CCCC3)c2)cc(OC)c1,1,5,-3,-1.7,3,-1,0,-1,109,-2.9
CN1CCc2c(sc(NC(=O)c3ccc([N+](=O)[O-])o3)c2C(N)=O)C1,7,-6,-9,1.3,-1,-2,14,23,.,-3.6
COc1ccc(NC(=O)CSc2cn[nH]n2)c(OC)c1,-3,-6,-3,-0.7,-2,-2,11,-1,99,-1.2
COc1ccccc1NC(=O)CN1CCC(n2nnc3cc(F)ccc32)CC1,-1,-6,-6,-0.9,5,-3,-7,0,.,-1.6

# Filtered by structure, those above with an NH in an aromatic ring.
SMILES,DAGLB inhibitor,Cardiac RTF inh,Keap1-Nrf2 PPI,LANA DNA inh,V-ATPase pH,CAL PDZ FP-1,Arr AP2 block,NSD2 inh,DSG3 Ab inh,CAL PDZ FP-2
O=C(Cc1ccccc1)c1c[nH]c(C(=O)NC2CCCC2)c1,-3,3,6,0.3,2,.,-19,26,102,-1.4
Cc1cccc(CSc2ncnc3nc[nH]c23)c1,-2,1,3,1.0,-2,.,0,.,98,-1.5
Cc1ccc(OCC(=O)N/N=C/c2cn[nH]c2-c2ccc(Cl)c(Cl)c2)cc1,-3,-5,-1,1.9,0,-4,2,.,67,.
COc1ccc(/C=C(/NC(=O)c2ccc(OC)cc2)C(=O)NCCc2c[nH]c3ccccc23)cc1,-2,-1,-2,-2.4,-2,-2,26,-1,95,-1.5
CC(C)(C)NC(=O)C[C@H]1C[C@H](C(=O)N2CCCCC2)[C@@]2(CCc3ccccc3)c3[nH]c4cc(-c5ccco5)ccc4c3CCN2C1=O,3,0,-3,-2.6,-1,2,0,.,98,-0.1
CC(NC(=O)CCc1c[nH]c2ccccc12)c1ccccc1 (stereo not given),1,-13,-2,0.0,2,-1,12,-1,90,-1.4
Cc1[nH]c(C(=O)N/N=C/c2ccc(N(C)C)cc2)c(C)c1C(=O)N/N=C/c1ccc(N(C)C)cc1,4,-1,-1,0.6,4,-3,33,-5,86,4.9
Cc1cc(NC(=O)CS(=O)(=O)c2c[nH]c3ccccc23)no1,0,-5,-2,0.5,0,2,2,-2,100,-1.6
C=CCn1cc(/C=N/Nc2nc3ccccc3[nH]2)c2ccccc21,4,-1,2,-1.7,0,4,9,0,104,0.7
CCOc1ccc(N(CC(=O)Nc2ccc(C)c(C)c2)S(=O)(=O)c2c(C)[nH]c(=O)[nH]c2=O)cc1,3,-13,-3,0.4,0,-6,-15,.,89,-0.3
O=C(CCc1nc2ccccc2[nH]1)NC1CCCCC1,2,-11,-9,-0.2,-2,.,-1,.,99,-0.6
OCCCc1nc2ccccc2[nH]1,-5,-5,-3,0.1,-3,-8,7,0,104,-0.2
COc1ccc(NC(=O)CSc2cn[nH]n2)c(OC)c1,-3,-6,-3,-0.7,-2,-2,11,-1,99,-1.2
